D2 agonist = D2 dopamine receptor (human) agonism; AID 485358; 0.53% of 340,000 active; HEK293 T-REx D2 cells, calcium flux agonist mode; activation, % at 2 µM;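 active = activation over 3 SD above normal in the single-dose calcium agonist read, cut at about 30% in these data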; note: 0% is about no effect
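Agonism is scored from calcium flux in a force-coupled, inducible HEK293 cell line expressing D2, read kinetically for 180 s after compound addition against dopamine controls.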
TrxR1 inh = rat TrxR1 inhibition; O89049; Potency, µM (highest dose often 114 µM), inactives show at the highest dose activity change, negative = inhibition, hits mostly inhibitors; AID 588453; 1% of 390,000 active; recombinant rTrxR1, NADPH fluorescence consumption, selenite substrate; note: potency is the fitted concentration of half-maximal effect; % is set by controls: 0 for no effect and ±100 for the full control effect; nearly all actives have a fitted effect of over 65% in size
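Rat TrxR1 (90 nM in the dispensed reagent) was pre-reduced with 400 uM NADPH for 5 min at room temperature, then incubated with compound for 15 min. After 400 uM selenite was added, NADPH fluorescence (Ex 340/Em 450 nm) was followed for 8 min.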
TrxR1 substrate = is turned over as a substrate by rat TrxR1; O89049; Potency, µM (series often up to 114 µM), for inactives: at the top dose activity change, negative = substrate turnover; purified TrxR1 substrate turnover, NADPH consumption readout; 0.01% of 390,000 active; note: potency is the fitted concentration of half-maximal effect; % is set by controls: 0 for no effect and ±100 for the full control effect; nearly all actives have a fitted effect of over 50% in size
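Rat TrxR1, dispensed at 90 nM, was prereduced with 400 uM NADPH (final) for 5 min at ~22 deg C, then incubated with compound 15 min before 400 uM selenite. A first-read NADPH fluorescence drop versus no-compound background flagged substrates.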
D2 antagonist = antagonists of human D2 dopamine receptor. inhibition, % at 10 µM. P14416. 2% of 340,000 active. AID 485344. HEK293 TREx D2 cells, calcium flux, dopamine EC80; in the data active = inhibition above about 30%; note: 0% is about no effect
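Compounds are added to dye-loaded, induced HEK293 T-REx cells coupled to calcium release via D2; after a 3 min kinetic read an EC80 dopamine stimulus is given and fluorescence is recorded for 3 more min.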
USP1-UAF1 inh = blocks the human USP1/UAF1 deubiquitinase complex. recombinant USP1/UAF1, Ub-Rhodamine cleavage fluorescence. Potency, µM (highest dose often 57.1 µM), without a hit: at the highest dose activity change, negative = inhibition, usual class: inhibitors. 0.23% of 390,000 active; note: potency is the fitted concentration of half-maximal effect; % is set by controls: 0 for no effect and ±100 for the full control effect; nearly all actives have a fitted effect of over 60% in size; inactives centre near -12
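USP1/UAF1 complex at 1 nM was preincubated with compound for 15 min at room temperature, then Ub-Rho substrate (150nM final) was added. Fluorescence (480/540 nm) was read kinetically, 6 reads every 60 seconds.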
PI4K2A block = PI4K2A (human) kinase inhibition. Q9BTU6. purified PI4K2A, ADP-Glo luminescence, 1 h; stronger effect = lower value. activity change, negative = inhibition, % at 76.9 µM. 0.13% of 420,000 active; in the data active = activity change below about -50%; inconclusive = mostly about -30% to -49%;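 note: -100% = wells without enzyme as full effect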
Target sequence (Q9BTU6 whole entry, looked up): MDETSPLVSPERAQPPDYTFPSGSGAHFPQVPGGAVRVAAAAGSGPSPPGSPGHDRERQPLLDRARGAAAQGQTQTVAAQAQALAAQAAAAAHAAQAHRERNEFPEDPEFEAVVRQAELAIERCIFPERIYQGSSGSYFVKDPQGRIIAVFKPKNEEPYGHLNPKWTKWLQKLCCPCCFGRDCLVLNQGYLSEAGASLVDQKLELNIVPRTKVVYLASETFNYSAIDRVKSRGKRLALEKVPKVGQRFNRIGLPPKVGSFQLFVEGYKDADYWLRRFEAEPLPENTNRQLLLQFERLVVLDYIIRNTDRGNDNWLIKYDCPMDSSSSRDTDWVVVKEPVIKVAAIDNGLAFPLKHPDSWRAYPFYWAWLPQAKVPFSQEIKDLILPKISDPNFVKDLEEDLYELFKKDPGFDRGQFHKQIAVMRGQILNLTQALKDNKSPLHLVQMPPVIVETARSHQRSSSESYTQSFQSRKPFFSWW
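PI4K2A activity was measured by ADP-Glo luminescence: enzyme (4 ug/mL stock) and phosphatidylinositol (1.2 mM stock) in Tris pH 7.5/MgCl2/EGTA/Triton X-100 buffer were reacted with ATP (300 microM stock) for one hour at ambient temperature.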
TRHR enhancer = allosterically enhances the human TRH receptor; P34981; TRHR cells, fluo-8 calcium fluorescence, EC20 TRH enhancement; enhancement, % at 2 µM; 0.66% of 360,000 active; AID 493056; in the data active = enhancement above about 30%; note: 0% is about no effect
Target sequence (P34981 whole entry, looked up): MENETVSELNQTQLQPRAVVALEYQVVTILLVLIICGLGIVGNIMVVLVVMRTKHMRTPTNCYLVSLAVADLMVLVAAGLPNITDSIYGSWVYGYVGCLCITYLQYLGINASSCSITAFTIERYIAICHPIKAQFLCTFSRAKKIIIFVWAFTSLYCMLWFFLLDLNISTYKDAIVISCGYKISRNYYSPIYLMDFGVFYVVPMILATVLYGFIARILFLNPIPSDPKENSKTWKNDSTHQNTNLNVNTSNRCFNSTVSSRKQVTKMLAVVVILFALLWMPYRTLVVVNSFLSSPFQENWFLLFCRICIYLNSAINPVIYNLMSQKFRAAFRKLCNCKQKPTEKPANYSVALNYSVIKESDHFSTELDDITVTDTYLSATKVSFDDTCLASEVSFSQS
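TRHR-expressing cells loaded with fluo-8 calcium dye were read kinetically (ex 480/em 530) during compound addition, then stimulated with an EC20 of TRH (10 nM final). Enhancement of the Gq-mediated intracellular calcium response was scored.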
mIDH1 inhibitor = human IDH1 R132H inhibition; Potency, µM (highest dose often 76.6 µM), inactives show at the top dose activity change, negative = inhibition, hits mostly inhibitors; IDH1-R132H enzyme, NADPH consumption, diaphorase/resazurin fluorescence; 0.093% of 390,000 active; O75874; note: potency is the fitted concentration of half-maximal effect; % is set by controls: 0 for no effect and ±100 for the full control effect; nearly all actives have a fitted effect of over 65% in size
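IDH1-R132H (0.5 ug/mL dispensed) in pH 7.5 Tris buffer was preincubated 30 min with compound, then given a substrate mix of 0.016 mM NADPH and 2 mM alpha-KG for 80 min at room temperature; remaining NADPH was read by diaphorase/resazurin fluorescence.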
TRHR ag = activates the human TRH receptor. P34981. TRHR cells, calcium flux fluo-8, FDSS agonist mode. activation, % at 2 µM. 0.18% of 360,000 active; in the data active = activation above about 30%; note: 0% is about no effect
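In this calcium-flux screen, cells bearing human TRHR are dye-loaded with fluo-8, baselined for 10 cycles, then exposed to library compounds; positive kinetic calcium responses during the agonist phase mark hits, with TRH as control.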
The depositor's hits bear a star; ? = inconclusive; . = no result given; [ ] = dose if it differs, or a comment. Unless noted, calls come from the whole dose curve; as a rule, active = well fitted inhibition curve with a large enough effect; inconclusive = small, poorly fitted or top-dose-only effect; inactive = no such curve, though single readings can be large or run the other way.

Codes – A = D2 agonist; B = TrxR1 inh; C = TrxR1 substrate; D = D2 antagonist; E = USP1-UAF1 inh; F = PI4K2A block; G = TRHR enhancer; H = mIDH1 inhibitor; I = TRHR ag
> CC(Oc1ccccc1)C(=O)Nc1nc(-c2ccncc2)cs1 (centres undefined)
  A: 0.0 | B: 24% | C: -2% | D: -54 | E: -1% | F: -3 | G: 7 | H: -4% | I: -0.1

> CCCCCCSc1ccc([C@@H]2[C@H]3C(=O)N(C)C(=O)[C@H]3[C@]3(C(=O)OC)CCCCN23)cc1OC
  A: 1.0 | B: -29% | C: 2% | D: -3 | E: -16% | F: -5 | G: 0 | H: 3% | I: 0.8

> O=C(COc1ccccc1)NCC(c1ccc(Cl)cc1)N1CCCCC1 (centres undefined)
  A: -1.8 | B: 1% | C: -4% | D: . | E: -7% | F: 0 | G: -10 | H: 0% | I: 0.3

> Cc1cc(Br)ccc1NC(=O)CNC(=O)COc1ccccc1C
  A: 0.1 | B: 2% | C: 0% | D: 32* | E: 3% | F: -6 | G: 1 | H: 0% | I: 0.4

> CC(=O)Nc1ccc2c(c1)OCCOCCOc1cc(NC(C)=O)ccc1OCCOCCOCCO2
  A: -1.7 | B: . | C: . | D: -16 | E: . | F: . | G: -23 | H: . | I: -0.9

> O=C(CC1CCS(=O)(=O)C1)NC1CCCCC1 (centres undefined)
  A: -0.2 | B: -1% | C: -5% | D: -2 | E: -18% | F: -12 | G: -1 | H: 3% | I: 0.3

> COc1cccc(-c2cc(C(=O)N/N=C/c3cccc(OC)c3OC)c3ccccc3n2)c1
  A: . | B: 17%[57.1 µM] | C: 5%[57.1 µM] | D: . | E: -3% | F: -2 | G: . | H: 0% | I: .

> O=c1[nH][nH]c(-c2ccccc2)c1C=Nc1ccccc1Cl
  A: -0.2 | B: -5% | C: -3% | D: 2 | E: -25% | F: -3 | G: 2 | H: 7% | I: 0.2

> Cc1cc(N2CCN(S(=O)(=O)c3ccc4c(c3)OCCO4)CC2)n2ncnc2n1
  A: -0.2 | B: -2%[57.1 µM] | C: 4%[57.1 µM] | D: 15 | E: -8% | F: 8 | G: -3 | H: -3% | I: -0.2

> O=C(Nc1cccc(F)c1)NC1(C(=O)N2CCC(O)CC2)CCCCC1
  A: 1.1 | B: 4%[57.1 µM] | C: 9%[0.0914 µM] | D: -1 | E: 0% | F: 3 | G: -3 | H: -4% | I: 0.0

> COc1ccccc1N1CCN(CC(=O)c2c[nH]c3ccccc23)CC1
  A: -0.5 | B: 13% | C: 6% | D: 63* | E: -24% | F: -4 | G: 5 | H: -3% | I: 0.5

> Cc1oc2ncnc(N3CCCCC3)c2c1C(=O)N1CCN(c2cccc(C(F)(F)F)c2)CC1
  A: -2.0 | B: 4% | C: -14% | D: . | E: -16% | F: 5 | G: 18 | H: 0% | I: -0.3

> C=CCSc1nnc(NC(=O)C2CSC3(C)CCC(=O)N23)s1 (centres undefined)
  A: 1.4 | B: -4% | C: -3% | D: -6 | E: -15% | F: -2 | G: -2 | H: 3% | I: 0.4

> [O-]/[N+](=C\c1ccc(F)cc1)c1ccccc1
  A: -0.5 | B: -3% | C: 5% | D: -9 | E: -14% | F: 1 | G: -8 | H: 2% | I: 0.7

> Cc1ccc(OCc2cc(C(=O)N(C)CCc3nc4ccccc4[nH]3)no2)cc1C
  A: 1.3 | B: -10% | C: -8% | D: 5 | E: -5% | F: 7 | G: 1 | H: 4% | I: 4.0

> OC(COc1cccc2ccccc12)CN1CCN(c2cccc(Cl)c2)CC1 (centres undefined)
  A: 23 | B: 37%[0.0914 µM] | C: -3%[57.1 µM] | D: -30 | E: ? | F: 0 | G: 6 | H: -3% | I: 1.8

> CCOC(=O)C1(C)C=C(Nc2cccc(C)c2)C(=O)N1c1ccccc1 (centres undefined)
  A: -1.6 | B: 14% | C: 21% | D: . | E: -16% | F: -1 | G: 3 | H: -5% | I: -0.1

> O=C(NCCc1ccc(F)cc1)c1cc(-c2ccncc2)nc2ccccc12
  A: -0.3 | B: . | C: . | D: 15 | E: . | F: . | G: 1 | H: . | I: 0.4

> CC(NC(=O)c1ccc(Cl)cc1)c1nnc(SCC(=O)NC2=NCCS2)n1C (centres undefined)
  A: -0.1 | B: -11% | C: -14% | D: 1 | E: -12% | F: 1 | G: -1 | H: -7% | I: 0.4

> O=S(=O)(Nc1cccc2cccnc12)c1ccccc1Br
  A: . | B: -18% | C: 1% | D: . | E: . | F: . | G: 1 | H: . | I: 0.0

> O=[N+]([O-])c1cc([N+](=O)[O-])c2nonc2c1Nc1ccccc1O
  A: 0.4 | B: -22% | C: -14% | D: -9 | E: ? | F: -9 | G: -3 | H: 0% | I: -0.4

> CN1CCN(c2ccc(NC(=O)c3ccc4c(c3)OCO4)cc2)CC1
  A: -1.0 | B: -11% | C: -8% | D: 3 | E: -4% | F: 1 | G: 7 | H: 1% | I: 1.2

> CSc1nnc(-c2ccc(S(=O)(=O)N3CCOCC3)cc2)n1C
  A: 0.4 | B: 24% | C: 19% | D: -3 | E: 7% | F: -1 | G: 6 | H: -2% | I: 0.4

> Cc1ccc(S(=O)(=O)Cc2cccc(C(=O)N3CCOCC3)c2)cc1
  A: 0.6 | B: -1% | C: 0% | D: -10 | E: -28% | F: 4 | G: 1 | H: -1% | I: -1.3

> Cc1nc(C)c(-c2csc(NCCc3ccccc3)n2)s1
  A: 2.2 | B: -2% | C: -8% | D: 0 | E: -13% | F: 3 | G: 2 | H: 3% | I: 0.9

Single entries from the results shown.
Under TrxR1 substrate, O=C(CC1CCS(=O)(=O)C1)NC1CCCCC1 (centres undefined) shows -5%
Under TRHR ag, Cc1oc2ncnc(N3CCCCC3)c2c1C(=O)N1CCN(c2cccc(C(F)(F)F)c2)CC1 shows -0.3
Under TRHR ag, O=c1[nH][nH]c(-c2ccccc2)c1C=Nc1ccccc1Cl shows 0.2

Going on with the list:
Codes – A = D2 agonist; B = TrxR1 inh; C = TrxR1 substrate; D = D2 antagonist; E = USP1-UAF1 inh; F = PI4K2A block; G = TRHR enhancer; H = mIDH1 inhibitor; I = TRHR ag
> CN(CC(=O)Nc1ccc2c(c1)OCO2)S(=O)(=O)c1ccc2c(c1)CCC(=O)N2
  A: 0.7 | B: 20% | C: 8% | D: 1 | E: -13% | F: -6 | G: -8 | H: 2% | I: 0.2

> COc1ccc(C(=O)CN2C(=O)c3ccccc3C2=O)c(OC)c1
  A: 0.6 | B: 15% | C: -4% | D: -1 | E: -16% | F: 2 | G: 2 | H: -1% | I: 0.7

> CCOC(=O)Nc1ccc2c3c(cccc13)-c1ccccc1-2
  A: . | B: 32%[57.1 µM] | C: 44%[activator][57.1 µM] | D: . | E: -4% | F: 6 | G: . | H: 5% | I: .

> COc1ccc(C(=O)C2CCCN(C(=O)c3cccc(N4CCCC4=O)c3)C2)cc1OC (centres undefined)
  A: 0.8 | B: 7% | C: 0% | D: 4 | E: ? | F: -2 | G: -3 | H: -1% | I: 1.1

> COc1cc(NC(=O)c2cccc(Br)c2)nc(OC)n1
  A: -0.2 | B: 12%[57.1 µM] | C: 5%[57.1 µM] | D: -9 | E: -1% | F: -5 | G: 34* | H: 11% | I: -3.1

> O=C(O)CN1C(=O)/C(=C\c2cc(Br)ccc2OCc2ccc(F)cc2)SC1=S
  A: . | B: -12% | C: -5% | D: . | E: ? | F: -6 | G: -3 | H: 3% | I: -0.4

> CC(C)CNC(=O)CC(=O)N/N=C/c1ccc(F)cc1
  A: 0.9 | B: 9% | C: 7% | D: 6 | E: -17% | F: -13 | G: 1 | H: 4% | I: 0.0

> Cc1c(Cc2ccccc2)c(=O)oc2cc(OC(=O)c3ccccc3)ccc12
  A: 0.2 | B: 2% | C: -3% | D: 1 | E: -4% | F: 6 | G: -4 | H: 4% | I: 1.6

> Nc1nc(Nc2ccc(Cl)cc2Cl)nc(C(F)(F)F)n1
  A: -1.2 | B: 12%[57.1 µM] | C: 9%[57.1 µM] | D: 5 | E: -18% | F: 5 | G: 3 | H: -2% | I: 0.0

> COc1ccccc1CN1CCCC(CN(CCN(C)C)C(=O)c2ccc(C)cc2)C1 (centres undefined)
  A: -0.1 | B: 23% | C: -2% | D: -1 | E: -2% | F: 1 | G: 2 | H: -2% | I: 0.2

> CCOC(=O)C1CCCN(C(=O)CSc2nc(C)cc(C)n2)C1 (centres undefined)
  A: -0.4 | B: 12% | C: 5% | D: -16 | E: 1% | F: -6 | G: 6 | H: 8% | I: -1.8

> Cc1ccc(CC(=O)Nc2ccccc2N2CCOCC2)cc1C
  A: 0.4 | B: 0% | C: 2% | D: 9 | E: -11% | F: 9 | G: 8 | H: 7% | I: -0.6

> Cc1ccc(C(=O)OCC2OC3OC(C)(C)OC3C2O)cc1 (centres undefined)
  A: 4.1 | B: 11%[57.1 µM] | C: -2% | D: -5 | E: -10% | F: -2 | G: -1 | H: 4% | I: 1.4

> CCN1CCN(C(=O)c2ccc3c(c2)N(Cc2ccc(F)cc2)C(=O)c2ccccc2S3(=O)=O)CC1
  A: -1.0 | B: -8% | C: -8% | D: . | E: -11% | F: -3 | G: 5 | H: . | I: -0.6

> O=S(=O)(NCc1nc2cccnc2n1Cc1ccccc1Cl)c1ccc2c(c1)CCCC2
  A: 0.9 | B: 18%[57.1 µM] | C: 4%[57.1 µM] | D: . | E: -24% | F: -1 | G: 2 | H: 2% | I: -0.5

Full records from above. Order of screens: D2 agonist | TrxR1 inh | TrxR1 substrate | D2 antagonist | USP1-UAF1 inh | PI4K2A block | TRHR enhancer | mIDH1 inhibitor | TRHR ag
Results for `Cc1c(Cc2ccccc2)c(=O)oc2cc(OC(=O)c3ccccc3)ccc12` : 0.2 | 2% | -3% | 1 | -4% | 6 | -4 | 4% | 1.6
Results for `Cc1ccc(C(=O)OCC2OC3OC(C)(C)OC3C2O)cc1` (centres undefined) : 4.1 | 11%[57.1 µM] | -2% | -5 | -10% | -2 | -1 | 4% | 1.4
Results for `CCOC(=O)C1CCCN(C(=O)CSc2nc(C)cc(C)n2)C1` (centres undefined) : -0.4 | 12% | 5% | -16 | 1% | -6 | 6 | 8% | -1.8
